Screens deposited in PubChem BioAssay by several laboratories.
UHRF1 binding: UHRF1 methyl-DNA binding inhibition. inhibition, % at 4.4 µM. Q96T88. AID 687016. UHRF1 binding to methylated oligo, TR-FRET. actives 0.75% (n = 370,000); in the data active = inhibition above about 21%;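 note: UHRF1 SRA domain binding a hemimethylated CpG hairpin DNA probe; 0% = median of test compound wells and 100% = reference inhibitor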
rCAG binder: r(CAG) repeat RNA binding; TO-PRO-1 dye displacement fluorescence; inhibition, % at 3 µM; actives 1.3% (n = 370,000);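 active = inhibition above the plate cutoff, the mean of all test compounds on that plate plus 3 SD, cut at about 35% in these data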;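 note: 0% = DMSO alone and 100% = 100 µM mitoxantrone as full dye displacement; higher means more dye released from RNA so lower well fluorescence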
MBD2 DNA inh: MBD2-methylated oligo binding inhibition; TR-FRET, MBD2 binding to methylated oligonucleotide; Q9UBB5; actives 0.31% (n = 370,000); AID 686964; inhibition, % at 4.4 µM; in the data active = inhibition above about 13%
Target sequence (Q9UBB5 whole entry, looked up): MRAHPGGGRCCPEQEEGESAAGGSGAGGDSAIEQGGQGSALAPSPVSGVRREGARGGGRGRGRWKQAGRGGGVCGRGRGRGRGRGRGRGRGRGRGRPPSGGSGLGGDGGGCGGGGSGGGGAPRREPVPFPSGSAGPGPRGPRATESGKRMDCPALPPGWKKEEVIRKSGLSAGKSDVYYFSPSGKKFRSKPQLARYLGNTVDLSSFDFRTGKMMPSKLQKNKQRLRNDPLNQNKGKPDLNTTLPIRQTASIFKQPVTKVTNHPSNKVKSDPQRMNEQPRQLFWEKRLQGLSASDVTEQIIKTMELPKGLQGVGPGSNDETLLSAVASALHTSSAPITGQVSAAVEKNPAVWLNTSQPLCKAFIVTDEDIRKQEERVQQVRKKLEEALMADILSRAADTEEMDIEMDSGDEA
PG9 Ab binder: small molecules binding HIV-1 gp120 antibody PG9; TR-FRET gp120-PG9 antibody binding; inhibition, % at 6.7 µM; actives 0.43% (n = 360,000); AID 624416; in the data active = inhibition above about 8.5%
PRMT1 inh: inhibitors of human PRMT1; recombinant PRMT1, activity-based probe fluorescence polarization; inhibition, % at 2.79 µM; actives 1.3% (n = 370,000); AID 652257;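 active = inhibition above about 21% made by adding two undisclosed values, limit read from the data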
Target sequence (Q99873 whole entry, looked up): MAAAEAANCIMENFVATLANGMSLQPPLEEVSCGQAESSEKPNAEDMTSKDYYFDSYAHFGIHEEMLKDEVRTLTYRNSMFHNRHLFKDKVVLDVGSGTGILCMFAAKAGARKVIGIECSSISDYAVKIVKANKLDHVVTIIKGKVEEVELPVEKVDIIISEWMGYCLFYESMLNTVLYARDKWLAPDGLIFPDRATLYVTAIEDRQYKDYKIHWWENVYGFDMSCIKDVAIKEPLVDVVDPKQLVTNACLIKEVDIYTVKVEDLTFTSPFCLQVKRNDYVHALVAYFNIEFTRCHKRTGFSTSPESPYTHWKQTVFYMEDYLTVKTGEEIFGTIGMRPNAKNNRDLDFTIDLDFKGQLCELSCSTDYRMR
NR1D1 modulator: modulates human Rev-erb alpha binding to DNA | Rev-erbα–FITC-DNA binding, fluorescence polarization, 90 min | actives 0.79% (n = 370,000) | AID 1259318 | P20393 | activity, % at 10 µM;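 active = activity above about 14%, limit read from the data; passing the limit was not always enough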;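 note: 0% = DMSO wells with 35 nM protein and 100% = DMSO wells with 750 nM protein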
mABHD4 FP: ABHD4 (mouse) inhibition, primary FP screen; purified mABHD4, FP-Rh probe fluorescence polarization; inhibition, % at 8.92 µM; actives 0.54% (n = 370,000);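 active = inhibition exceeding the mean over every tested compound plus 3 SD, cut at about 30% in these data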;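 note: 0% = plate median of compound wells and 100% = S159A mutant with DMSO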
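Assay system: mABHD4 protein; medium: HEPES pH 7.0, NaCl, Pluronic buffer; dosing: 8.92 µM, single dose; schedule: 45 min + 60 min at 25 °C; signal: FP readout, ex 525 nm / em 598 nm; read-out: normalized percent inhibition of probe labeling; repeats: single replicate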
TCR-CD3 inh: blocks the human TCR-CD3 interaction. AID 651800. actives 0.37% (n = 360,000). inhibition, % at 9.4 µM. TAMRA-labeled TCR probe fluorescence, biochemical; in the data active = inhibition above about 19%;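 note: recombinant mutant TCR 2C K166C tagged with TAMRA read by polarization; 0% = receptor in buffer alone and 100% = receptor with positive control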
HTRA1 inh: blocks human HTRA1 serine peptidase | inhibition, % at 5.96 µM | recombinant HTRA1, FP-rhodamine activity-based probe, fluorescence polarization | Q92743 | actives 0.5% (n = 340,000); in the data active = inhibition above about 36%;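 note: 0% = enzyme with DMSO and 100% = wells lacking enzyme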
LEDGF integ inh: blocks HIV-1 LEDGF/p75-dependent DNA integration; TR-FRET IN-LEDGF/p75 DNA integration, Eu/Cy5; inhibition, % at 3.7 µM; actives 0.64% (n = 370,000); AID 743269;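 active = inhibition above the screen-wide mean plus 3 SD, cut at about 13% in these data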;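 note: signal is the Cy5 over europium emission ratio at 671 and 618 nm; 0% = plate median of compound wells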
Numbers without * were called inactive; x = not tested or not shown. A portion of the library, so the mix of outcomes need not match the whole.

SMILES | UHRF1 binding | rCAG binder | MBD2 DNA inh | PG9 Ab binder | PRMT1 inh | NR1D1 modulator | mABHD4 FP | TCR-CD3 inh | HTRA1 inh | LEDGF integ inh
O=C(/C=C/c1cccs1)N1CCN(c2ccccc2)CC1 | -2 | -4 | -5 | -1.9 | 2 | -6 | -2 | 8 | -1 | 2
COc1ccc([C@@H](NC(=O)OC(C)(C)C)C(=O)OC(C)(C)C)cc1 | 0 | -11 | -5 | -0.5 | 1 | 2 | 0 | 8 | 2 | 2
CCOC(=O)CNC(=O)c1ccc(C)cc1 | 2 | -3 | 1 | 1.4 | 0 | -2 | 4 | -4 | 2 | -2
COc1ccc(CCN2C(=O)CSC2c2ccc(OC)c(OC)c2)cc1OC (stereo not given) | -4 | -6 | 3 | -0.2 | -2 | 2 | -3 | -3 | 0 | -2
COc1ccc2c(=O)c3c(=O)n(-c4ccccc4)c(-c4ccco4)nc3oc2c1 | 6 | 2 | -3 | -1.9 | 1 | 0 | 5 | 5 | 0 | 2
COc1ccc(NC(=O)COC(C)=O)cc1OC | 5 | -3 | 2 | -2.3 | -1 | -4 | 0 | 2 | 6 | 4
CN(CC(=O)NC(=O)NC1CCCCC1)c1ccccc1 | -1 | 0 | -2 | 2.4 | -1 | -1 | 5 | 6 | 5 | -1
c1cncc(-c2nnc(SCc3nc4ccccc4[nH]3)o2)c1 | -1 | -1 | 3 | -1.6 | -1 | 1 | 10 | 7 | 3 | -2
CCOC(=O)C1=C(C)NC(=O)NC1c1c(O)ccc2ccccc12 (stereo not given) | 1 | 0 | 1 | -0.4 | 4 | -8 | 4 | 1 | -3 | -3
CCC(=O)Nc1ccc(S(=O)(=O)c2ccc(NC(=O)CC)cc2)cc1 | 5 | 0 | -2 | 1.0 | -4 | -5 | 1 | -7 | 0 | -2
CC(Nc1cc(=O)n(C)c(=O)[nH]1)c1ccccc1 (stereo not given) | 0 | -1 | 1 | -0.9 | -2 | 3 | 6 | -2 | 5 | 4
C=CCN1[C@@H](CC(C)C)COc2cc(F)ccc2S1(=O)=O | 2 | 2 | 4 | x | -1 | 4 | 4 | x | x | -4
COc1ccc(CNC(=O)CCC(=O)N2CC(C)Oc3ccccc32)cc1 (stereo not given) | 0 | -1 | 3 | -0.7 | -3 | -7 | 4 | -2 | -1 | -4
COc1ccc(C(=O)Nc2cnc3sc(C)nn3c2=O)cc1 | 11 | 0 | 8 | 1.6 | 3 | -2 | 2 | -3 | 3 | -3
O=c1n(-c2ccccc2)c(=O)n(Cc2ccccn2)n1Cc1ccccn1 | 2 | -4 | 2 | 0.6 | 2 | 1 | 3 | -8 | -2 | 4
CCOC(=O)CSc1nc(N)cc(=O)[nH]1 | 2 | -1 | -2 | -0.9 | 1 | -4 | 4 | 1 | 0 | 1
COc1cccc(-c2cccc(NC(=O)C3CCN(Cc4cccc(C)n4)CC3)c2)c1 | 0 | -12 | 3 | -0.9 | 0 | -3 | -4 | -6 | 10 | -5
COCCn1c(=S)[nH]c2cc(C(=O)NCCc3ccccc3)ccc2c1=O | -2 | 0 | -4 | -0.3 | 1 | 1 | -14 | -1 | -1 | 2
CC(C)(C)C1CCc2nc(NC(=O)Cc3cn4ccsc4n3)sc2C1 (stereo not given) | 0 | 4 | -5 | 0.8 | -2 | -4 | -40 | -4 | -46 | -3
CC1CCN(C(=O)c2cccc(S(=O)(=O)N3CCCc4ccccc43)c2)CC1 | 0 | -8 | 5 | -1.9 | 8 | 0 | 5 | 0 | -5 | -7
COc1ccc(NC(=O)N2CCC(C(=O)c3ccc4c(c3)OCCO4)CC2)cc1 | -1 | -1 | 7 | 1.2 | -3 | -4 | -2 | -7 | 2 | 2
O=C1C[C@@H]2c3c(cccc3CN1Cc1ccc(Br)cc1)C[C@@H](O)[C@H]2O | -3 | -6 | 2 | -1.6 | 0 | 2 | 1 | -1 | 0 | 1
CC1Cc2[nH]c(=S)[nH]c(=O)c2C(C)O1 (stereo not given) | 15 | 2 | 3 | 0.4 | -2 | 6 | 8 | -3 | x | 4
CC(=O)c1cccc(NC(=O)Nc2cccs2)c1 | -3 | 8 | -6 | -0.9 | 2 | 11 | 8 | -4 | 15 | -1
COc1ccccc1NC(=O)C1CCCN(C(=O)Nc2ccc(F)cc2)C1 (stereo not given) | 3 | -2 | 2 | -1.7 | 0 | 5 | 1 | 4 | 0 | 0
Cc1cc(C)cc(Cn2cc(CN3CC(N4CCN(Cc5ccccc5F)CC4)CS3(=O)=O)nn2)c1 (stereo not given) | 11 | 1 | 2 | -1.0 | -2 | -4 | 4 | 4 | x | -2
CC(C)CCNC(=O)c1cc(-c2ccco2)nc2ccccc12 | 2 | -3 | -4 | 4.2 | 4 | 5 | 0 | 6 | -2 | 3
CCCCc1ccc(NC(=S)Nc2cccnc2)cc1 | 2 | 1 | -2 | -1.0 | -2 | -2 | 1 | 2 | 3 | 2
CCOc1ccc(OCC)c(S(=O)(=O)N2CCCCC2C)c1 (stereo not given) | -2 | -4 | 3 | 1.9 | 0 | 10 | 3 | -7 | -10 | 2
Cc1cc(Br)ccc1OCC(=O)NC1CCCC1 | 0 | -8 | 6 | -0.7 | -8 | 4 | 1 | 5 | -13 | 3
CCC(C)c1ccc(NC(=S)Nc2ccc(OC)c(OC)c2)cc1 (stereo not given) | -3 | 2 | -11 | 0.0 | 14 | -3 | 27 | 0 | -5 | 3
Cc1noc(/C=C/c2ccccn2)c1[N+](=O)[O-] | 6 | -1 | 1 | 1.6 | 12 | 1 | -15 | -8 | 4 | 3
COc1ccc(Br)cc1S(=O)(=O)N1CCOCC1 | 0 | 2 | 7 | 2.0 | 0 | 0 | -4 | -5 | -2 | 4
O=[N+]([O-])c1cccc(-c2nn(-c3ccccc3)cc2CO)c1 | 2 | 4 | 1 | -1.4 | -3 | -2 | -6 | -3 | -25 | 5
c1ccc2c(c1)nc1n2CCN1CCN1CCCC1 | -3 | -2 | -2 | 0.4 | -8 | 3 | 3 | 6 | 3 | -1
CCC(=O)c1ccc(OCC(=O)N2CCc3cc(OC)c(OC)cc3C2)cc1 | -1 | -5 | -7 | 1.9 | -1 | 0 | -1 | -6 | 3 | 1
COC(=O)c1ccc2nc(-c3cccc(Cl)c3)c(CC3CCCCC3)n2c1 | 22* | 8 | 5 | -0.8 | -3 | -2 | -7 | -6 | x | 5
COc1ccc(Nc2nc(NCc3ccco3)nc(N/N=C/c3ccccc3F)n2)cc1 | -1 | 9 | -3 | -0.5 | 1 | 7 | 4 | 4 | 2 | 0
COC(=O)c1ccc(NC(=O)c2ccccc2NS(=O)(=O)c2ccccc2)cc1 | 1 | 74* | -4 | 0.7 | -3 | -5 | -16 | 0 | -14 | 2
O=S1(=O)CCO[C@H]2Cc3ccccc3[C@H]2N1Cc1ccccc1F | -3 | -6 | 4 | -1.3 | -1 | 6 | -1 | 3 | -1 | -1
O=C(/C=C/c1cccc([N+](=O)[O-])c1)NCCc1ccc(F)cc1 | 38* | 0 | -1 | -0.2 | 1 | -3 | -3 | -6 | -1 | 0
CCc1ccc(NC(=O)COC(=O)/C=C/c2c(C)nn(C3CCS(=O)(=O)C3)c2Cl)cc1 (stereo not given) | -1 | -2 | -2 | 1.0 | -2 | -2 | -1 | 0 | -5 | 7
N#CC(C#N)=Cc1cn(-c2ncc(C(F)(F)F)cc2Cl)c2ccccc12 | -3 | -5 | -4 | -0.4 | 1 | -3 | -1 | 6 | -2 | 1
Cc1ccc(S(=O)Cc2ccc(C(=O)N3CCN(C4CCCCC4)CC3)o2)cc1 (stereo not given) | 3 | -3 | -3 | -0.3 | 2 | 1 | 1 | -4 | 5 | 4
O=C(Cc1ccc(NC(=O)C2CCN(C(=O)C3CCCC3)CC2)cc1)Nc1cccc(C(=O)N2CCCC2)c1 | 2 | 2 | 2 | 0.6 | 1 | -6 | -4 | 3 | x | -4

Full records as entered above. Screens in order: UHRF1 binding | rCAG binder | MBD2 DNA inh | PG9 Ab binder | PRMT1 inh | NR1D1 modulator | mABHD4 FP | TCR-CD3 inh | HTRA1 inh | LEDGF integ inh
Profile of O=S1(=O)CCO[C@H]2Cc3ccccc3[C@H]2N1Cc1ccccc1F : -3 | -6 | 4 | -1.3 | -1 | 6 | -1 | 3 | -1 | -1
Profile of c1ccc2c(c1)nc1n2CCN1CCN1CCCC1 : -3 | -2 | -2 | 0.4 | -8 | 3 | 3 | 6 | 3 | -1
Profile of CCC(C)c1ccc(NC(=S)Nc2ccc(OC)c(OC)c2)cc1 (stereo not given) : -3 | 2 | -11 | 0.0 | 14 | -3 | 27 | 0 | -5 | 3
Profile of Cc1noc(/C=C/c2ccccn2)c1[N+](=O)[O-] : 6 | -1 | 1 | 1.6 | 12 | 1 | -15 | -8 | 4 | 3

Other compounds follow:
SMILES | UHRF1 binding | rCAG binder | MBD2 DNA inh | PG9 Ab binder | PRMT1 inh | NR1D1 modulator | mABHD4 FP | TCR-CD3 inh | HTRA1 inh | LEDGF integ inh
O=C(O)c1cccc(NS(=O)(=O)c2ccc(S(=O)(=O)N3CCOCC3)cc2)c1 | 1 | -2 | 6 | -1.4 | 1 | -1 | 3 | -4 | 1 | -2
Cc1occc1C(=O)NNC(=S)Nc1ccccc1C(F)(F)F | 2 | 1 | 3 | -1.9 | -2 | 1 | 12 | -3 | 1 | -2
CN(C)CCNc1nc(-c2ccco2)c2c(c1C#N)CC(C)(C)OC2 | -7 | 4 | -1 | -2.4 | -2 | 2 | 2 | 4 | 6 | -1
CCN1C[C@@H]2[C@@H]3C(=O)N(Cc4ccccc4)C(=O)[C@@H]3[C@](Cc3ccccc3)(C(=O)OC)N2C1=NC1CCCCC1 | 0 | 9 | 0 | -1.2 | 2 | 3 | 7 | 2 | -3 | 0
COC(=O)CCNC(=O)Cn1cnc2sc3c(c2c1=O)CCCC3 | 0 | 3 | 6 | -0.9 | -2 | 2 | 3 | -1 | 4 | 0
CCCCCC[C@@H](CCCc1ccccc1OC)CN(CCCC)S(C)(=O)=O | 2 | 2 | -3 | x | 4 | 0 | -1 | x | x | 2
O=C(c1cccc(Cl)c1)N1CCN(C(=O)c2ccccc2F)CC1 | 3 | 5 | 0 | 2.2 | 2 | 4 | 5 | 4 | 0 | -3
S=C(Nc1ccc(CN2CCCCC2)cc1)Nc1cccc(Cl)c1Cl | 1 | -6 | -5 | -1.8 | 3 | 0 | -2 | 3 | -2 | -3
COc1ccc(-c2csc(NC(C)c3nc4cc(Cl)c(N5CCCCC5)cc4n3CCOCCO)n2)cc1 (stereo not given) | -1 | 18 | 1 | 0.8 | 0 | 6 | 6 | 1 | -2 | -1
Cn1c(/C=C/c2ccc(Br)cc2)c([N+](=O)[O-])c(=O)n(C)c1=O | -2 | 4 | -1 | 0.2 | 0 | 4 | -1 | 2 | 14 | -6
CC1CCN(CCCNC(=O)C2CCN(S(=O)(=O)N3CCCCC3)CC2)CC1 | -4 | -3 | 4 | 1.3 | -1 | 2 | 0 | 2 | 2 | 0
Cc1ccc(C(C)C)c(OCC(=O)NNCC(=O)Nc2cccc(F)c2)c1 | 4 | -1 | 2 | -1.9 | -4 | 0 | -11 | -5 | -20 | 2
COc1ccc(O)c(CN2CCC(n3nccc3NC(=O)CCOc3ccccc3)CC2)c1 | -2 | -3 | -5 | -3.0 | -1 | 5 | 6 | 6 | 4 | 0
O=C(COC(=O)CC1c2ccccc2CCN1S(=O)(=O)c1ccc(F)cc1)Nc1ccccc1 (stereo not given) | -3 | -1 | -4 | 0.8 | -2 | 0 | -12 | -2 | -25 | 2
CC(C)Cn1c(SCC(=O)NCCCN2CCCC2=O)nc2ccccc21 | -1 | -4 | 0 | 0.4 | 5 | 3 | 3 | 10 | -2 | -2
